# Source: PubChem BioAssay
# HCV inh: blocks hepatitis C virus | Huh7.5.1 HCVcc-Cre infection, luciferase reporter, 44 h | Potency, µM (titrated, usually from 41.8 µM), for the others: top-dose activity change, negative = inhibition, most hits filed as inhibitors | 340,000 tested, 3.4% active
#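 Infectious HCV cell culture screen: compound-treated cells (1,000/well, pre-plated 4 h) are infected with HCVcc-Cre at roughly 0.5 moi and grown 44 h. Infection is quantified by luciferase signal after 15 min substrate incubation at room temperature.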
# Pf growth 48h: P. falciparum growth inhibition at 48 hours (one generation). Potency, µM (titrated, usually from 28.7 µM), without a hit: at the top dose activity change, negative = inhibition, usual class: inhibitors. 310,000 tested, 5.9% active. P. falciparum luciferase growth in erythrocytes, 48 h
#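 Parasite viability was followed by luminescence of a genomically integrated firefly luciferase. Cultures held 0.1% parasitemia at 2% hematocrit (final), incubated under 5% CO2 at 37 C.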
# Pf growth 96h: P. falciparum growth inhibition at 96 hours; Potency, µM (series often up to 28.7 µM), for the others: at the highest dose activity change, negative = inhibition, hits mostly inhibitors; 320,000 tested, 6.9% active; P. falciparum luciferase reporter growth, 96 h
#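 P. falciparum expressing integrated firefly luciferase, in erythrocytes at 2% hematocrit, 0.05% parasitemia, incubated with compounds 96 h at 37 C, 5% CO2. Growth inhibition read as loss of luminescence; two-generation exposure targets delayed-death apicoplast inhibitors.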
# TbPYK inhibitor: inhibitors of Trypanosoma brucei pyruvate kinase | TbPYK enzyme, Kinase-Glo Plus ATP luminescence, 45 min | Potency, µM (top dose mostly 76.8 µM), without a hit: top-dose activity, negative = inhibition, most hits filed as inhibitors | 410,000 tested, 0.12% active; also: nearly all actives have a fitted effect of over 50% in size
#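 Enzyme and substrate buffer are dispensed first and compound is pin-transferred. ADP at 130 uM final then starts the reaction, which runs 45 min at room temperature. Detection reagent is added for 10 min before luminescence is imaged.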
# LmPK inh: blocks Leishmania mexicana pyruvate kinase activity; 290,000 tested, 0.37% active; AID 1721; Q27686; Potency, µM (highest dose often 57.5 µM), for the others: at the top dose activity change, negative = inhibition, hits mostly inhibitors; purified LmPK, Kinase-Glo ATP luminescence, 1 h
# Target sequence (Q27686 whole entry, looked up): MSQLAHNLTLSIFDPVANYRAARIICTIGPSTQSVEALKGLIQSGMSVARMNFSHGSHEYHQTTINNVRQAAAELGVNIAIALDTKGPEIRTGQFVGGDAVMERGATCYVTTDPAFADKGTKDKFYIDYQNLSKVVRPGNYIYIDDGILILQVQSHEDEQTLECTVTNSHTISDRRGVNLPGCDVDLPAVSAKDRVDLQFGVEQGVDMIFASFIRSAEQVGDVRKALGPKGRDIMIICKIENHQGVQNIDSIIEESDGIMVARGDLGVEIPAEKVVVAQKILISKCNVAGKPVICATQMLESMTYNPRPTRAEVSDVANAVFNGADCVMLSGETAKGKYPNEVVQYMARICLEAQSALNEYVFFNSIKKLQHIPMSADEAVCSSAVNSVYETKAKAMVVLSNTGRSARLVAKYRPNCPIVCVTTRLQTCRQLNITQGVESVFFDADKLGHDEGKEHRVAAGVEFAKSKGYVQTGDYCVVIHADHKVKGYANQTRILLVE
#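 Purified LmPK (0.1 nM) with 0.5 mM PEP and 0.1 mM ADP in imidazole buffer pH 7.2 with MgCl2/KCl, 1 h at room temperature. ATP formed was read by luciferase luminescence and normalized to no-enzyme and uninhibited controls.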
# Sm TGR inh: blocks Schistosoma mansoni thioredoxin glutathione reductase; AID 485364; purified TGR, DTNB reduction, TNB absorbance 405 nm; 360,000 tested, 3% active; Potency, µM (top dose mostly 114 µM), inactives show top-dose activity change, negative = inhibition, actives largely listed as inhibitors; also: nearly all actives have a fitted effect of over 60% in size
#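 Kinetic colorimetric format: TGR-catalysed, NADPH-driven DTNB reduction monitored via TNB absorbance. Enzyme dispensed at 20 nM; compound exposure 15 min at room temperature before reaction start.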
# An asterisk follows results filed as active; ? = inconclusive; nt = not tested or not shown; & = joins results of further samples; [ ] = another dose, or the depositor's remark. Calls follow the shape of the dose curve; as a rule, active = well fitted curve in the direction sought with a large enough effect; inconclusive = small, poorly fitted or top-dose-only effect, or another doubt; inactive = no such curve, though single readings can be large; an effect the other way counts as inactive or inconclusive. % is scaled to controls: 0 for no effect and ±100 for the full control effect; potency is read from the fitted curve at half-maximal effect.
SMILES,HCV inh,Pf growth 48h,Pf growth 96h,TbPYK inhibitor,LmPK inh,Sm TGR inh
CCOc1ccc(NC(=O)c2ccc(N3CC4CC(C3)c3cccc(=O)n3C4)c(NC(=O)CCN3CCOCC3)c2)cc1 (configuration not stated),12%,?,3%,-6%,1%,-20%
CCOc1ccc(N=C2C(=O)Nc3ccc(C)c(Br)c32)cc1,5%,-3%,-16%,1%,-1%,0%
CC(C)c1ccccc1OCCNC(=S)NC(=O)c1cccnc1,-20%,?,35%[activator],-8%,12%,-26%
COc1ccc(CC2(CO)CCN(Cc3ccc4nsnc4c3)CC2)cc1,?,9%,?,3%,0%,4%
C=CCn1c(SCC(=O)NCC2CCCO2)nc2scc(-c3ccccc3)c2c1=O (configuration not stated),?,?,19%,-8%,-4%,1%
Cc1ccc(C(=O)N2CCc3ccccc32)cc1NC(=O)c1ccco1,?,?,?,?,-6%,-11%
Cc1noc(C(=O)Nc2ccc(Cl)cc2)c1Cl,nt,22%,68%[activator],nt,-3%,-1%
Cc1cccc(OP(N)(=O)Oc2cccc(C)c2)c1,4%,?,?,4%,0%,2%
Cc1cc(Cl)ccc1OCC(=O)Nc1ccccc1NS(=O)(=O)c1cccs1,-1%,11%,2%,1%,7%,1%
O=C(NCC1CCCO1)c1c(O)c2c([nH]c1=O)CCCC2 (configuration not stated),-5%,88%[activator],?,3%,-2%,0%
COc1cccc(-c2cc(C(=O)Nc3ccccc3SC)no2)c1,?,140%[activator],16%,-4%,-6%,2%
COC(=O)c1c(C)oc(C)c1S(=O)(=O)Nc1ccc(C(C)C)cc1,-7%,?,-26%,-7%,0%,0%

# An excerpt of these results, with two lines to a compound:
# Fields – HCV inh	Pf growth 48h	Pf growth 96h	TbPYK inhibitor	LmPK inh	Sm TGR inh
CCOc1ccc(NC(=O)c2ccc(N3CC4CC(C3)c3cccc(=O)n3C4)c(NC(=O)CCN3CCOCC3)c2)cc1 (configuration not stated)
→ 12%	?	3%	-6%	1%	-20%
CCOc1ccc(N=C2C(=O)Nc3ccc(C)c(Br)c32)cc1
→ 5%	-3%	-16%	1%	-1%	0%
CC(C)c1ccccc1OCCNC(=S)NC(=O)c1cccnc1
→ -20%	?	35%[activator]	-8%	12%	-26%
COc1ccc(CC2(CO)CCN(Cc3ccc4nsnc4c3)CC2)cc1
→ ?	9%	?	3%	0%	4%
C=CCn1c(SCC(=O)NCC2CCCO2)nc2scc(-c3ccccc3)c2c1=O (configuration not stated)
→ ?	?	19%	-8%	-4%	1%
Cc1ccc(C(=O)N2CCc3ccccc32)cc1NC(=O)c1ccco1
→ ?	?	?	?	-6%	-11%
Cc1noc(C(=O)Nc2ccc(Cl)cc2)c1Cl
→ nt	22%	68%[activator]	nt	-3%	-1%
Cc1cccc(OP(N)(=O)Oc2cccc(C)c2)c1
→ 4%	?	?	4%	0%	2%
Cc1cc(Cl)ccc1OCC(=O)Nc1ccccc1NS(=O)(=O)c1cccs1
→ -1%	11%	2%	1%	7%	1%
O=C(NCC1CCCO1)c1c(O)c2c([nH]c1=O)CCCC2 (configuration not stated)
→ -5%	88%[activator]	?	3%	-2%	0%
COc1cccc(-c2cc(C(=O)Nc3ccccc3SC)no2)c1
→ ?	140%[activator]	16%	-4%	-6%	2%

# The list continues.
SMILES,HCV inh,Pf growth 48h,Pf growth 96h,TbPYK inhibitor,LmPK inh,Sm TGR inh
Cc1cc(-c2ccc(C(C)C)c(S(=O)(=O)N3CCN(c4ccccn4)CC3)c2)on1,11µM*,?,?,3%,10%,-1%
COc1ccccc1N1CCN(C(=O)c2cc(C3CC3)on2)CC1,5%,17%,-7%,4%,1%,-30%
CO/N=C(\CS(=O)(=O)Cc1ccc(OC)cc1)c1ccc(Cl)cc1,-2%,-13%,1%,-15%,3%,-8%
COc1cc2c(OC(C)=O)c3c(c(-c4ccc5c(c4)OCO5)c2cc1OC)C(=O)OC3,?,0%,?,1%,1%,-3%
CC(C)CNC(=S)NNC(=O)c1nn(C)cc1Cl,30%,-18%,?,-3%,3%,?
CN1CCN(NC(=O)CSc2ccc(Cl)cc2Cl)CC1,6%,?,9%,0%,-3%,7%
CSc1ccccc1C(=O)Nc1ccccc1C(=O)N1CCCC1,-2%,9%,?,-3%,-1%,2%
CC(C)(C)C(=O)OCc1nc(-c2ccc(Cl)cc2)cs1,-1%,377%[activator],147%[activator],-4%,-8%,13%
CSc1ccc(/C=N/n2c(COc3ccccc3)n[nH]c2=S)cc1,7%,-15%,14%,?,-5%,-5%
Cc1cc(CN(C)C(=O)C2CCC(=O)N(CCc3ccccc3)C2)n[nH]1 (configuration not stated),-5%,6%,-17%,8%,-4%,-10%
NS(=O)(=O)c1ccc2nc(NC(=O)CS(=O)(=O)c3ccc(F)cc3)sc2c1,10%,0%,-4%,0%,9%,-7%
Cc1cccc(Oc2ccccc2NC(=O)c2cnccn2)c1,12%,nt,?,0%,1%,0%
Cc1ccc(S(=O)(=O)N2CC=C(C(=O)NCc3ccccc3)CC2)cc1,-8%,-28%,-30%,-10%,1%,-3%
O=C(O)c1ccc(S(=O)(=O)c2ccc3c(c2)C(=O)N(Cc2ccco2)C3=O)cc1,11%,14%,nt,-10%,5%,0%
CCN1CN(Cc2ccco2)CNC1=S,-3%,-12%,31%[activator],2%,-2%,-11%
C/C(CC(=O)Nc1ccc(Cl)cc1C(F)(F)F)=N\NC(=O)c1cccs1,-5%,28%,28%,2%,4%,-2%
Cc1ccc(C)c(OCC(=O)NNC(=O)c2ccc(NC(=O)C3CC3)cc2)c1,-29%,-2%,-11%,2%,-6%,0%
O=C1CN(c2ccccc2)C(=S)N1C(=O)c1ccc(Br)cc1,-21%,154%[activator],?,-23%,6%,?
Cc1ccc(NC(=O)c2cc(C)nn2-c2ccccc2)cc1,-6%,nt,13µM*,3%&1%,14%,?
COc1ccccc1NC(=O)/C(C#N)=C/c1ccncc1,12%,7%,-17%,1%,-4%,0%
CCOC(=O)N1CCC(NC(=O)c2cc(S(=O)(=O)N3CCC4(CC3)OCCO4)ccc2F)CC1,?,?,0%,-3%,0%,-11%
Cc1oc(-c2cc(F)cc(F)c2)nc1CN1CCSCC1,2%,-5%,?,3%,-3%,nt
C[n+]1cccc(/C=N/NC(=O)CC23CC4CC(CC(C4)C2)C3)c1,7%,?,0.59µM*,-3%,-4%,-10%
Cc1ccc2cc3c(N)c(C(=O)N4CC(=O)Nc5ccccc54)sc3nc2c1,nt,-7%,33%[activator],nt,5%,-3%
Cc1ccc(C2CC(=O)C(C=NCCN3CCN(C(=S)Nc4ccc(F)cc4)CC3)=C(O)C2)cc1 (configuration not stated),1%,?,40%[activator],-1%,6%,-16%
O=C(CSC1CCCCC1)Nc1ccccc1Br,17%,22%,22%,-10%,-2%,-5%
O=C(CSc1nnc(NC(=O)c2ccccc2)s1)NCC1CCCO1 (configuration not stated),4%,14%,103%[activator],-4%,-5%,90%[activator]
Nc1nc(SCCO)[nH]c(=O)c1NC(=O)c1ccc(Br)o1,15%,101%[activator],28%,0%,2%,4%
CCc1nnc(NC(=O)CN2CCN(S(C)(=O)=O)CC2)s1,19%,?,-1%,0%,7%,-10%
O=C1CNC(=O)/C1=C/c1ccc(O)cc1,14%,0%,364%[activator],-27%,-11%,9%
Cc1ccc(C(=O)NCCN2C3=NC[C@H](C(C)C)N3C[C@H]2Cc2ccc(O)cc2)cc1Br,?,4.7µM*,2.6µM*,0%,3%,-29%
CC(C)NC(=O)CSc1nnc(-c2ccncc2)n1-c1ccccc1,?,38%[activator],nt,-24%,-1%,2%
O=C1OC2CC3CC1CC(O)(C3)C2 (configuration not stated),16%,19%,51%[activator],2%,-1%,0%
COc1cccc(C(C(=O)NC2CCCC2)N(C(=O)CNC(=O)c2ccco2)c2cccnc2)c1 (configuration not stated),11%,-1%,16%,-4%,4%,-7%
CCc1c(C)c(C#N)c2nc3ccccc3n2c1N(C)C,-2%,2%,-20%,-9%,-3%,-16%
CC(C)(C)C(=O)N1CCN(c2ccc(Cl)cc2[N+](=O)[O-])CC1,9%,24%,36%[activator],-4%,-3%,3%
Nc1cc(S(=O)(=O)N2CCCCC2)ccc1Oc1ccc(Cl)cc1,?,8%,16%,3%,-1%,3%
COC(=O)c1cscc1NC(C)=O,-20%,0%,15%,-14%,-2%,2%
Cc1nc2cc(NCc3nc4ccccc4n3Cc3ccccc3)ccc2n1C,-27%,99%[activator],213%[activator],-1%,-12%,8%
O=C(N/N=C/c1ccccc1C(=O)O)c1ccc(COc2cccc3cccnc23)cc1,3%,37%[activator],19%,-3%,0%,1%
CC1(C2CC2)NC(=O)N(CC(=O)Nc2ccccc2F)C1=O (configuration not stated),6%,-8%,6%,5%,nt,0%
COc1ccc(NC(=O)c2ccc(COc3ccccc3Br)o2)cc1OC,?,-10%,-4%,6%,2%,-1%
CC[C@@]1(c2ccccc2OC)ON(c2ccccc2C(F)(F)F)C1=O,?,0.59µM*,?,-3%,nt,-1%
O=C(NCc1ccccc1)C1CCN(S(=O)(=O)c2ccc(N3CCCC3=O)cc2)CC1,?,?,15µM*,4%,4%,3%
O=C(Nc1ccc2cn[nH]c2c1)c1ccc(Cl)c(S(=O)(=O)N2CCOCC2)c1,4%,?,?,5%,1%,-16%
C[C@H](N)c1nnc(SCC(=O)N(C)C)o1,6%,36%[activator],46%,-13%,-3%,-2%
O=S(=O)(c1ccc2ccccc2c1)N1CCOCC1,10%,28%,-14%,0%,-1%,-1%
CCCc1ncc(C(O)c2ccccc2OC)n1C (configuration not stated),3%,5%,28%,1%,3%,-1%
CCC(=O)N1CCc2cc(Br)cc(S(=O)(=O)N3CCC(C(=O)NC(C)C)CC3)c21,1%,6.6µM*,6%,0%,1%,-6%
COc1ccc(NC(=O)N2CCC(c3ccccc3)C2)c(OC)c1 (configuration not stated),-7%,nt,19%,-1%,6%,6%
CCn1c(=O)c2cc(S(=O)(=O)NCc3ccccc3)ccc2n(CC)c1=O,?,-2%,nt,1%,-14%,2%
CCOC(=O)c1c(C)c(-c2ccccc2)n(CC(=O)N2CCCC2)c1C,-8%,nt,?,5%,5%,3%
O=C(c1cc(-c2ccc(Cl)c(Cl)c2)on1)N1CCN(c2ccccc2)CC1,12%,29%,-3%,0%,4%,4%
S=C(Nc1ccc(Cl)cc1)Nc1cccc2cnccc12,?,?,12µM*,-10%,0%,0%
NC1=NC(=O)/C(=C\C=C\c2ccccc2)S1,3%,43%[activator],61%[activator],-1%,5%,8%
COC(=O)NC(NS(=O)(=O)c1ccccc1)(C(=O)OC)C(F)(F)F (configuration not stated),13%,0%,-22%,-2%,-2%,9%
COc1ccc(CC2(CO)CCN(CC3=Cc4cc(Cl)ccc4OC3)CC2)cc1,4.5µM*,0%,25%,-4%,8%,4%
COc1ccc(C2/C(=C(\O)c3ccc4c(c3)OCCO4)C(=O)C(=O)N2CCCn2ccnc2)cc1 (configuration not stated),6%,?,?,3%,0%,-16%
O=C(CCc1ccccc1)Nc1ccc(N2CCOCC2)c(Cl)c1,?,?,-16%,3%,3%,-4%
Cc1ccccc1NC(=O)C1=CC=CN2CCS(=O)(=O)N=C12,-16%,10%,7%,1%,nt,0%

# More entries follow.
SMILES,HCV inh,Pf growth 48h,Pf growth 96h,TbPYK inhibitor,LmPK inh,Sm TGR inh
COc1cc(C(=O)N(C)C2CCCCC2)ccc1OC1CCN(C(C)=O)CC1,5%,-7%,?,1%,1%,-14%
COc1ccccc1NS(=O)(=O)c1ccc(C)c(C(=O)NC2=NCCS2)c1,-11%,?,?,7%,nt,-9%
NS(=O)(=O)c1ccc(N2N=C(c3ccccc3)CC2c2ccccc2)cc1 (configuration not stated),?,-24%,9.3µM*,-2%,6%,-9%
Cn1ccnc1SCC(=O)Nc1ccc([N+](=O)[O-])cn1,13%,10%,-9%,1%,3%,-3%
